PREPL inh = inhibits the human prolyl oligopeptidase-like enzyme | recombinant PREPL, fluorescence polarization activity-based probe | AID 2751 | 0.68% of 320,000 active | inhibition, % at 5.96 µM; in the data active = inhibition above about 43%;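 note: 0% = enzyme with DMSO and 100% = wells lacking enzyme; many of its hits are not listed in these tables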
Efflux pump inh = inhibitors of Candida antifungal efflux pumps expressed in yeast; S. cerevisiae Candida pump triplex, Nile Red efflux; inhibition, % at 10 µM; 0.44% of 330,000 active; AID 485275;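 active = plate passing quality check with inhibition over a set limit, or well fluorescence over plate mean plus 4 SD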;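 note: Nile Red retained in pooled yeast measured as flow cytometry median fluorescence; 0% = buffer negative control and 100% = Enniatin B positive control; higher means more Nile Red kept so more efflux inhibition; some compounds called inactive have numbers as strong as hits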
LYPLA2 inh = LYPLA2 (human) inhibition in PME1 counter-screen | O95372 | recombinant LYPLA2, FP-Rh probe fluorescence polarization | inhibition, % at 5.9 µM | 0.38% of 320,000 active | AID 2177;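 active = inhibition above the screen-wide mean plus 3 SD, limit set per campaign, cut at about 26% in these data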;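 note: 0% = LYPLA2 with DMSO and 100% = wells lacking LYPLA2 enzyme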
HCV core dimer = blocks dimerization of HCV core protein; TR-FRET GST/Flag-core106 dimerization, 1536-well; inhibition, % at 5 µM; 0.33% of 300,000 active; AID 1899;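 active = inhibition above the mean of all tested compounds plus 3 SD, set per screening campaign, cut at about 45% in these data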
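Assay system – GST-tagged and Flag-tagged HCV core protein residues 1-106 · Quantity – core106 proteins, GST 13.5 nM and Flag 17 nM · Benchmarks – unlabelled core106 and no-GST-core106 wells · Read-out basis – percent inhibition of core106 dimerization signal · Detection – time-resolved FRET, ex 340 nm, em 617 and 671 nm · Schedule – 4 h at 22.5 °C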
PP1 counter = PP1-alpha (human) inhibition in PP5 counter-screen. P62136. purified PP1alpha, OMFP fluorescence. inhibition, % at 6.7 µM. 0.9% of 320,000 active. AID 2235;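 active = inhibition above the mean inhibition of all tested compounds plus 3 SD, computed separately for each screening campaign, cut at about 15% in these data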
Fh CTSL1 inh = cathepsin L1 inhibition, PFM18AAP counter-screen | AID 1906 | 0.49% of 300,000 active | recombinant F. hepatica cathepsin L1, Z-Leu-Arg-MCA fluorescence | inhibition, % at 5.96 µM;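 active = inhibition above the mean of all tested compounds plus 3 SD, set per screening campaign, cut at about 17% in these data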;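 note: 0% = plate median of test compound wells and 100% = 1 µM Z-Phe-Ala-diazomethylketone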
PP5 inh = blocks human protein phosphatase 5 activity. P53041. purified PP5c, OMFP substrate fluorescence. inhibition, % at 6.7 µM. 0.18% of 320,000 active;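 active = inhibition above the campaign's mean inhibition across all tested compounds plus 3 SD, cut at about 9.5% in these data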;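 note: 0% = DMSO only and 100% = 100 µM cantharidin control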
Target sequence (P53041 whole entry, looked up): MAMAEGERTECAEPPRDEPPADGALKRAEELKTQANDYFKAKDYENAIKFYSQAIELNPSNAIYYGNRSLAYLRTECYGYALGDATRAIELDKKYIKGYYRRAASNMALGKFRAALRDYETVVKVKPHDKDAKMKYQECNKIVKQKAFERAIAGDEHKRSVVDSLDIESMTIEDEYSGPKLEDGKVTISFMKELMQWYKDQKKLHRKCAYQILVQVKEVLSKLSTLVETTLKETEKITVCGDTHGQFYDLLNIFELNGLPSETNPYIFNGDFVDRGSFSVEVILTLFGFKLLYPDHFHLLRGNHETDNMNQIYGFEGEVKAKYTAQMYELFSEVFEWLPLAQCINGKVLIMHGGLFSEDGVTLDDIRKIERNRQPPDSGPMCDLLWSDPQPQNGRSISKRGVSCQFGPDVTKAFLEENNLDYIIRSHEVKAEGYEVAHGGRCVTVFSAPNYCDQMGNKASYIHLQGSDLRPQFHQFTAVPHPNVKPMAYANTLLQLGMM
TPT1 inh = blocks Candida albicans tRNA 2'-phosphotransferase. recombinant caTPT1, FP RNA substrate dephosphorylation. inhibition, % at 5 µM. 0.81% of 300,000 active. AID 1962;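 active = inhibition above the mean of all tested compounds plus 3 SD, set per screening campaign, cut at about 24% in these data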;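 note: plate controls were DMSO alone for no effect and ferristatin control at 100 nM for full effect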
JMJD2C inh = blocks human GASC-1 demethylase activity; inhibition, % at 2.35 µM; GST-JMJD2C(1-420) H3K9me3 demethylation, DELFIA europium; 0.069% of 330,000 active;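 active = more than half of a compound's replicate wells show inhibition beyond 50%, single wells judged on their own value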;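 note: signal counts dimethyl H3K9 product captured on neutravidin plate; 0% = median of DMSO wells and 100% = 0.3 times that DMSO median; strong numbers were not always called active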
Target sequence (Q9H3R0 1-420 limits assumed): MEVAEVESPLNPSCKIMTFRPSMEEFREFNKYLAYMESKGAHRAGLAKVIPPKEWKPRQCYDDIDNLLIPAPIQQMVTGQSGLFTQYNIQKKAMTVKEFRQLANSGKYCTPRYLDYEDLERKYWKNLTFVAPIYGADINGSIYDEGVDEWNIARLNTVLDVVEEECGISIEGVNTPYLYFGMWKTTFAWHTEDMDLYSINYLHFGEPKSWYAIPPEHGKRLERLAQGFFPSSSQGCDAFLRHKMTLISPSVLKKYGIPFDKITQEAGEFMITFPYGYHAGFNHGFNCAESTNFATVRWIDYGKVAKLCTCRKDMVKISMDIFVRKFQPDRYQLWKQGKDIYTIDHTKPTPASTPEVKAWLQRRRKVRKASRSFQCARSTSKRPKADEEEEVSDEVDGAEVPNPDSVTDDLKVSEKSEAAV
* = called active by the depositor; . = not tested or not shown.

SMILES | PREPL inh | Efflux pump inh | LYPLA2 inh | HCV core dimer | PP1 counter | Fh CTSL1 inh | PP5 inh | TPT1 inh | JMJD2C inh
COc1ccc(O)c(C(=O)c2cnn(-c3ccc(Cl)cc3)c2)c1 | 1.4 | -0.2 | 4.8 | -1.4 | 0.0 | 0.9 | -0.3 | -4.5 | -12.1
COc1ccc(CCN2C(=O)CSC2c2ccc(F)cc2)cc1 (stereo not given) | 1.5 | 0.1 | -6.8 | -1.7 | -1.8 | 2.4 | -0.6 | 4.8 | 31.2
COc1ccc(C(=O)NCC(=O)O)cc1 | 4.6 | -0.2 | 6.3 | -1.3 | 2.0 | -1.1 | 0.3 | -1.8 | -27.2
Cc1ccc(C(=O)N2CCC(N3CCC(C(=O)N4CCOCC4)CC3)CC2)cc1C | 8.1 | 0.0 | 5.2 | -5.4 | -3.1 | -3.8 | 0.8 | 2.2 | -22.0
N#Cc1ccc(OCC(=O)Nc2ccccc2NS(=O)(=O)c2cccs2)cc1 | 1.5 | 0.0 | -0.5 | 0.1 | -4.6 | 1.1 | -1.6 | 1.6 | 37.8
COc1ccccc1N1CCN(C(=O)c2cccc(N3C(=O)NC4CC3(C)Oc3c(OC)cccc34)c2)CC1 (stereo not given) | 18.7 | -0.1 | 4.4 | -11.6 | 7.8 | 2.6 | 0.5 | -3.7 | -3.6
COC(=O)c1c(C)oc(C)c1S(=O)(=O)NCc1ccc(Cl)cc1 | 8.1 | 0.2 | 2.2 | -0.3 | -1.1 | -7.9 | 0.2 | 1.3 | -11.3
O=C(Nc1ccc2ccccc2c1)c1ccccc1F | 4.2 | 0.1 | -0.6 | -2.8 | 4.1 | 6.5 | 4.5 | 3.7 | 13.2
CCOc1ncccc1C(=O)OCC(=O)NCCc1ccccc1 | -3.0 | 0.0 | 4.9 | 4.8 | -4.5 | -3.0 | -0.1 | -7.7 | 12.4
CC(C)(C)N(Cc1ccccc1)C(=O)COC(=O)c1cccc([N+](=O)[O-])c1 | 0.0 | -0.1 | 8.3 | -0.9 | 3.0 | -4.7 | 2.2 | -3.2 | -1.9
Cc1ccccc1Cn1c(CN2CCN(c3ccc(F)cc3)CC2)nc2c1c(=O)n(C)c(=O)n2C | 6.0 | 0.1 | 0.4 | 14.0 | 0.4 | 1.9 | 1.7 | 2.0 | 7.8
O=C(CN1CCN(S(=O)(=O)c2ccc(Br)cc2)CC1)c1ccc(O)c(O)c1 | 2.1 | 0.1 | 9.3 | -11.9 | 10.5 | 9.9 | 1.5 | -4.2 | -2.1
Cc1c(C(=O)O)c(C(=O)O)c2n1CCS2 | 0.1 | -0.1 | 1.6 | -6.4 | 2.3 | -1.6 | 1.4 | -2.4 | 0.0
CCCCOc1ccc(Cl)cc1CSc1n[nH]c(C)n1 | 10.1 | -0.4 | 5.1 | -2.8 | -4.6 | -2.8 | 6.7 | -1.6 | -2.8
CC(C)Oc1ccc(CCN=C(N)N=C(N)N)cc1Cl | 6.8 | -0.1 | 8.0 | -5.5 | -3.3 | -4.1 | 4.0 | -2.1 | 0.4
CCOC(=O)N1CCN(c2ccc([N+](=O)[O-])cc2)CC1 | 5.8 | -0.1 | 3.0 | -5.2 | -1.4 | -3.0 | 2.7 | 0.9 | -4.0
CCC1CCCCN1CCCNC(=O)Cn1ncc2c([nH]c3ccc(C)cc32)c1=O (stereo not given) | 0.2 | 0.0 | 5.2 | 6.8 | -0.3 | 0.8 | 3.1 | -0.1 | 1.6
O=c1n(Cc2ccccc2F)c2ccccc2n1Cc1ccccc1F | -27.1 | 0.2 | 1.9 | 6.0 | 1.5 | 1.4 | 2.6 | -3.1 | 6.3
O=C(NCc1ccc(F)cc1)C(c1ccccc1)N(CC1CCCO1)C(=O)Cn1nnc2ccccc21 (stereo not given) | -4.7 | -0.3 | -0.3 | 3.0 | -2.6 | 0.1 | 1.5 | -0.4 | 1.1
Cc1c(C(=O)NNC(=O)c2csc(N3CCOCC3)n2)cccc1[N+](=O)[O-] | -2.0 | -0.1 | -0.8 | . | -2.1 | . | 0.9 | . | 7.2
Cc1cc(=O)[nH]c2c1c(C)nn2C1CCCC1 | 14.8 | 0.4 | 4.2 | 4.0 | 5.4 | -5.2 | 1.8 | -2.8 | -7.5
O=S(=O)(NCCSc1ccc(Cl)cc1)c1ccc2c(c1)OCCO2 | -54.6 | 0.2 | -7.7 | 10.3 | 1.4 | -0.5 | 6.5 | -1.8 | -6.1
COc1ccccc1-c1nnc(SCC(=O)N2CCOCC2)o1 | 12.4 | 0.1 | 0.9 | -5.0 | -3.4 | 5.2 | 0.6 | 0.7 | 3.8
CCC(=O)N(C)CCc1cc2c(c(OC)c1/C=N/NC(=O)c1ccc(Br)cc1)OCO2 | 17.3 | 0.1 | 7.0 | -4.2 | 0.2 | 0.8 | 0.7 | -2.8 | 4.4
O=C(CCCNC(=O)c1ccc(Cl)cc1)Nc1ncccc1O | 0.0 | -0.2 | 3.0 | 4.7 | -4.0 | -0.2 | -1.1 | 0.7 | 7.0
Further compounds.
SMILES | PREPL inh | Efflux pump inh | LYPLA2 inh | HCV core dimer | PP1 counter | Fh CTSL1 inh | PP5 inh | TPT1 inh | JMJD2C inh
COc1ccc(OC)c(S(=O)(=O)N2CCC(C(=O)NCc3ccccc3)CC2)c1 | 8.1 | 0.0 | 1.6 | 5.9 | 1.2 | -0.2 | 1.1 | -5.5 | -8.5
Cc1cc(C)c2oc(C(=O)Nc3ccc(S(=O)(=O)Nc4nccs4)cc3)cc(=O)c2c1 | -3.2 | 0.2 | 10.1 | 6.9 | 7.2 | 1.3 | 3.6 | 2.0 | 7.7
CS(=O)(=O)c1ccc(NC(=O)C2CC(=O)N(c3ccc4c(c3)OCCO4)C2)cc1 (stereo not given) | 1.6 | 0.0 | 3.9 | -2.0 | -4.7 | 1.5 | -0.5 | 4.5 | 0.1
COc1cccc(C(=O)Oc2cc(C)[nH]c(=O)c2[N+](=O)[O-])c1 | -5.3 | 0.0 | -1.1 | -17.9 | -3.9 | -14.9 | -3.3 | -2.0 | -0.6
COc1cccc(NC(=O)CN(C)C(=O)CCc2nc3sc4c(c3c(=O)[nH]2)CCCC4)c1 | 8.6 | 0.0 | -0.4 | 49.2* | 1.8 | 1.1 | 3.4 | 7.7 | -0.6
CCCC(=O)Nc1cccc(Oc2ccc3c(c2)C(=O)NC3=O)c1 | 4.6 | 0.2 | 6.9 | -4.0 | -3.7 | 4.2 | 2.1 | -1.3 | 3.7
Cc1c(CCC(=O)O)c(=O)oc2cc(OCc3cccc(Cl)c3)ccc12 | 17.8 | 0.2 | 7.2 | 4.4 | 5.6 | 0.7 | 2.3 | -0.3 | -2.1
C=C(Br)Cn1c(CCCC)nc2ccccc21 | -7.3 | -0.3 | 6.6 | -3.8 | -2.5 | -3.6 | 0.8 | -1.3 | 6.9
O=C1c2ccccc2C(=O)N1CCCCN(C(=O)c1ccc(Cl)s1)c1ccc(Cl)cc1 | 0.0 | -6.7 | 1.6 | -5.5 | 1.4 | -2.5 | -0.5 | -3.6 | 19.6
CCC(=O)NC(NC(=S)Nc1ccc(S(N)(=O)=O)cc1)C(Cl)(Cl)Cl (stereo not given) | -3.4 | 0.6 | -2.2 | 1.4 | -1.9 | -2.1 | 2.5 | 2.1 | -3.3
O=C(Nc1ccc(CN2CCCCC2)cc1)c1ccc2c(c1)OCO2 | -12.3 | -0.2 | 1.9 | 0.2 | -2.3 | 1.4 | -1.7 | 2.3 | 14.9
O=C(CCn1ccc2cc(S(=O)(=O)N3CCCC3)ccc21)NCCc1ccccc1 | -3.5 | -0.1 | 1.3 | 6.0 | -6.7 | 0.3 | 0.3 | 2.0 | -1.1
CCOC(=O)c1cccc(NC(=O)CN(c2ccc(OC)cc2)S(=O)(=O)c2c(C)noc2C)c1 | -12.1 | -0.2 | -6.1 | 5.6 | 1.4 | 3.9 | 1.0 | 3.2 | 8.6
Cc1ccc(SCCC(=O)Nc2ccccc2Br)cc1 | -0.6 | 0.1 | 11.9 | 1.3 | -3.1 | 0.8 | 1.8 | 0.4 | -11.9
CS(=O)(=O)c1ccc(Cl)c(S(=O)(=O)NCc2ccccc2)c1 | 8.8 | 0.0 | -2.6 | 2.9 | -4.9 | -1.4 | 0.7 | 2.8 | 13.1
CN(Cc1ccc(Cl)cc1Cl)C(=O)CCNC(=O)c1ccco1 | 12.5 | 0.1 | 1.8 | . | -3.3 | . | -1.3 | . | -15.9
Cc1ccc(C)c(NC(=S)Nc2cccc3cnccc23)c1 | 11.8 | -0.1 | -0.1 | -1.7 | 0.5 | 0.3 | 1.8 | 0.2 | 35.4
COc1cc(/C=N/n2cnnc2)ccc1OC(=O)c1cccnc1 | 7.3 | 0.0 | -4.3 | -1.5 | -1.5 | -0.5 | 1.9 | 2.7 | -5.0
COc1cccc(N2CCN(C(=O)c3cn(Cc4ccccc4)nc3-c3cccnc3)CC2)c1 | 40.0 | -0.2 | 19.9 | . | -0.4 | . | -2.0 | . | -7.3
CC(C)Oc1ccc(CNC(=O)CCCN2C(=O)C(c3ccccc3)Oc3cccnc32)cc1 (stereo not given) | -8.6 | 0.1 | 2.7 | 7.9 | -6.0 | -5.3 | 0.1 | -2.7 | 13.1
Oc1ccc(C=NC2CCCCC2)cc1 | 1.9 | 0.0 | -2.2 | 9.4 | 0.8 | 0.5 | -3.6 | 1.2 | 5.7
Cc1cccc(NC(=O)COc2coc(CN3CCc4ccccc4C3)cc2=O)c1 | 3.3 | 0.1 | -10.2 | 4.4 | -3.6 | -1.4 | 3.5 | 0.5 | -13.5
COc1ccc(N(CC(=O)N/N=C/c2cccnc2)S(=O)(=O)c2ccccc2)c(OC)c1 | -20.0 | -0.2 | 4.5 | -1.7 | 0.2 | -2.3 | 1.2 | 2.0 | -7.0
CS(=O)(=O)N(CC(=O)N1CCc2ccccc2C1)c1cccc(F)c1 | -16.7 | 0.0 | -0.4 | -4.6 | -2.6 | 1.2 | -1.9 | 4.3 | 7.8
CN(C)C(=O)Nc1cnc2ccccc2c1 | 33.3 | -0.1 | 9.0 | -4.6 | 3.6 | 2.1 | -1.3 | -3.7 | 4.4
Next part
SMILES | PREPL inh | Efflux pump inh | LYPLA2 inh | HCV core dimer | PP1 counter | Fh CTSL1 inh | PP5 inh | TPT1 inh | JMJD2C inh
COc1cccc(/C=N/NC(=O)c2cccc([N+](=O)[O-])c2)c1OS(=O)(=O)c1ccccc1 | -0.6 | 0.3 | -9.6 | -3.6 | -3.2 | 1.8 | 2.6 | 1.1 | 7.2
CCOC(=O)c1sc(NC(=O)COc2ccc3c(c2)OCO3)nc1C | -7.2 | 0.0 | -0.8 | 6.9 | 3.8 | -2.2 | 1.1 | 1.6 | -8.2
CN1CCN(S(=O)(=O)c2cccc(C(=O)N(C)CC(=O)Nc3ccc(F)c(F)c3F)c2)CC1 | 19.2 | 0.2 | -2.5 | -0.7 | 0.1 | -29.5 | -0.7 | 1.6 | -21.8
CC(=O)Nc1ccc(N2C(=O)CSC2c2ccccc2[N+](=O)[O-])cc1 (stereo not given) | -6.3 | 0.1 | 3.1 | 6.0 | -1.0 | 1.5 | -2.9 | -1.7 | -0.9
O=C(CCSc1nc2cc(Cl)ccc2o1)N1CCOCC1 | 8.0 | 0.0 | 8.3 | -5.5 | 7.0 | -0.1 | 0.3 | -5.1 | 11.0
C=CCn1c(SC(C)C(=O)c2c(N)n(C)c(=O)n(C)c2=O)nnc1-c1ccoc1C (stereo not given) | 11.4 | 0.1 | -1.0 | . | -3.9 | . | -0.2 | . | 1.0

Some of the compounds tested, so the mix of outcomes need not match the whole.
